Screening data: PubChem BioAssay, The Scripps Research Institute Molecular Screening Center
TAAR1 agonist: human TAAR1 agonists, primary screen, Fluo-8 calcium fluorescence, CHO RD-HGA16 cells; activation, % at 3 µM; vehicle wells 0%, saturating PEA agonist 100%; Trace amine-associated receptor 1 (Homo sapiens), Q96RJ0; actives 0.99% (n = 360,000);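 active = activation above the mean activation of all test compounds in the run plus 3 SD, cut at about 38% in these data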
Target sequence (Q96RJ0 whole entry, looked up): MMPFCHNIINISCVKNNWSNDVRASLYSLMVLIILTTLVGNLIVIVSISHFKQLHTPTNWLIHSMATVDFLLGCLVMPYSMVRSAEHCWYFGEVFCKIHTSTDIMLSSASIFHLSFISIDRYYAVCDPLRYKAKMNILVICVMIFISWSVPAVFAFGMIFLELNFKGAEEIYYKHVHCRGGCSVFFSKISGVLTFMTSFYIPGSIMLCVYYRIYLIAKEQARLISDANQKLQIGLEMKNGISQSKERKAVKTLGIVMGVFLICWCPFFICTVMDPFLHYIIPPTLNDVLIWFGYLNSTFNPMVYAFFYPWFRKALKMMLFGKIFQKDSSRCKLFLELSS
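System: CHO-derived RD-HGA16 cells with stable Gα16 and human TAAR1 / Times: 17-24 h plating, Fluo-8 75 min 37 °C, 30 min RT / Technique: calcium-sensitive Fluo-8 signal, excitation 470-495, emission 515-575 nm / Measure: % activation relative to PEA EC100 response / Benchmarks: DMSO and PEA EC100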
M5 ag: human M5 muscarinic receptor agonists, primary screen, CHO-K1 cells, Fluo-8 calcium fluorescence; activation, % at 3 µM; AID 624037, 2012; actives 0.19% (n = 360,000); CHO-K1 hM5 cells; 0% DMSO wells, 100% maximal acetylcholine response;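 active = activation above the run's mean over test compounds plus 3 SD, cut at about 23% in these data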;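 note: signal is peak over basal fluorescence ratio across the kinetic read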
Target sequence (P08912 whole entry, looked up): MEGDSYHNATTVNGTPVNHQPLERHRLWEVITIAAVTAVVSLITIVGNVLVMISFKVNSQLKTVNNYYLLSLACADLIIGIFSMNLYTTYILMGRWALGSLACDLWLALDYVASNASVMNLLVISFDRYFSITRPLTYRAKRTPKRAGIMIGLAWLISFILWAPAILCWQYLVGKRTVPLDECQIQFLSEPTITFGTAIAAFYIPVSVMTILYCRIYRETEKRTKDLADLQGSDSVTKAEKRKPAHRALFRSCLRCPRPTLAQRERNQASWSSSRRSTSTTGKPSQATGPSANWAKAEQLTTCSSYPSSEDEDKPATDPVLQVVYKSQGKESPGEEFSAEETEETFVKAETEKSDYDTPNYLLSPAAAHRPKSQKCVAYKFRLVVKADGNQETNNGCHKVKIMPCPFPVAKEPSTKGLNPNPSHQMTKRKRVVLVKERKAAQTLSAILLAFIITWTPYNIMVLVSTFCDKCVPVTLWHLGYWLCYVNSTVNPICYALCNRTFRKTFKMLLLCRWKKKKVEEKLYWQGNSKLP
CHRM1 agonist: human M1 muscarinic receptor agonists, primary screen, Fluo-8 calcium fluorescence, CHO-K1 cells, HTS; Muscarinic acetylcholine receptor M1 (Homo sapiens), P11229; actives 0.33% (n = 360,000); activation, % at 3 µM; CHO-K1 hM1, agonist mode; 0% DMSO, 100% acetylcholine EC100; AID 588814, 2011;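 active = activation above the run's mean compound activation plus 3 SD, cut at about 16% in these data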;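 note: peak over basal fluorescence ratio within a 140 s kinetic read after compound addition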
M5 antag: human M5 muscarinic receptor antagonists, primary screen, CHO cells, Fluo-8 calcium fluorescence; Muscarinic acetylcholine receptor M5 (Homo sapiens), P08912; CHO-hM5 cells, ACh EC80; inhibition, % at 3 µM; actives 0.59% (n = 360,000);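 active = inhibition above a per-plate cutoff, the mean of that plate's test compounds plus 3 SD, cut at about 27% in these data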;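 note: 0% = acetylcholine EC80 with DMSO and 100% = DMSO without agonist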
CHRM4 antagonist: human M4 muscarinic receptor antagonists, primary screen, CHO cells, Fluo-8 calcium fluorescence. Muscarinic acetylcholine receptor M4 (Homo sapiens), P08173. CHO-hM4 cells, ACh EC80. inhibition, % at 3 µM. actives 0.73% (n = 360,000);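 active = inhibition above its plate's cutoff, the mean inhibition of sample wells plus 3 SD, cut at about 27% in these data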;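 note: 0% = acetylcholine EC80 with DMSO and 100% = DMSO without agonist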
CHRM4 agonist: human M4 muscarinic receptor agonists, primary screen, CHO-K1 cells, Fluo-8 calcium fluorescence | Muscarinic acetylcholine receptor M4 (Homo sapiens), P08173 | CHO-K1 hM4/Gqi5; vehicle 0%, full acetylcholine response 100% | activation, % at 3 µM | actives 0.14% (n = 360,000);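 active = activation above the run mean over all test wells plus 3 SD, cut at about 32% in these data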;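 note: peak over basal fluorescence ratio per well then scaled between controls; 0% = DMSO wells and 100% = acetylcholine at EC100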
M5 PAM: human M5 muscarinic receptor positive allosteric modulators, primary screen, CHO-K1 cells, Fluo-8 calcium fluorescence. Muscarinic acetylcholine receptor M5 (Homo sapiens), P08912. CHO-K1 hM5, ACh EC20 PAM; 0% = ACh EC20, 100% = ACh EC100. activation, % at 3 µM. actives 0.3% (n = 360,000). AID 624038, 2012;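 active = activation above the run cutoff, the mean activation of all test compounds plus 3 SD, cut at about 18% in these data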
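System – CHO-K1 hM5 cells · Compound – 3 µM, single dose · Incubation – compound preincubation 140 s before EC20 acetylcholine addition · Technique – Fluo-8 calcium fluorescence · Measure – Max/basal fluorescence ratio as % of EC20–EC100 ACh window · Benchmarks – low control EC20 acetylcholine (0%), high control EC100 acetylcholine (100%) · Replication – singlicate, one well per test compound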
M1 PAM: human M1 muscarinic receptor positive allosteric modulators, primary screen, CHO-K1 cells, Fluo-8 calcium fluorescence, 1536-well; Muscarinic acetylcholine receptor M1 (Homo sapiens), P11229; CHO-K1 hM1, ACh EC20; 0% = ACh EC20, 100% = maximal ACh; activation, % at 3 µM; actives 0.088% (n = 360,000); AID 588819, 2011; in the data active = activation above about 19%, passing the limit was not always enough
CHRM1 antagonist: human M1 muscarinic receptor antagonists, primary screen, CHO-K1 cells, Fluo-8 calcium fluorescence, 1536-well. Muscarinic acetylcholine receptor M1 (Homo sapiens), P11229. CHO-K1 hM1, ACh EC80 antagonist. inhibition, % at 3 µM. actives 1.3% (n = 360,000). AID 588852, 2011;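 active = percent inhibition above its own plate's cutoff, namely the mean of that plate's compound wells plus 3 SD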;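 note: peak over basal fluorescence ratio during 140 s after agonist addition; 0% = ACh EC80 plus DMSO and 100% = DMSO alone without agonist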
The depositor's hits bear a star; . = no result given.

Molecule	CHRM1 agonist	M5 ag	CHRM4 agonist	M5 PAM	M1 PAM	TAAR1 agonist	CHRM1 antagonist	M5 antag	CHRM4 antagonist
O=C1Nc2ccc(Br)cc2C1(O)Cc1ccncc1 (stereo unspecified)	-2	-1	0	-2	4	4	3	-1	3
Cc1ccc(OCc2cc(C(=O)Nc3ccccc3)oc2C)cc1	-5	-6	-2	-2	3	13	-8	-2	-7
CCCN1Cc2cccc(C(=O)NCCc3cccc(C)c3)c2C1=O	0	-4	2	-8	6	4	-6	18	-2
Cc1cc(C)c(OCC(=O)OCC(=O)NCC2CCCCC2)c(C)c1	-3	-5	-1	9	10	-2	-15	1	8
O=C1c2ccccc2C(=O)N1CCCCN(C(=O)c1cc([N+](=O)[O-])ccc1Cl)c1ccc(Cl)cc1	-8	-3	6	-6	-8	4	10	4	-7
CSCCOC(=O)C1=C(C)Nc2ccc(C)cc2S1	-3	-2	0	-3	-3	8	-10	5	4
CCOCCCN(C(=O)Cn1nnc(-c2ccc(OC)c(OC)c2)n1)C(C(=O)NCC1CCCO1)c1ccc(F)cc1 (stereo unspecified)	-4	-2	0	-7	-1	-2	0	15	-6
CC(C)c1ccc(S(=O)(=O)N2CCN(C(=O)CCc3nc4ccccc4c(=O)[nH]3)CC2)cc1	-5	1	7	-8	-4	5	3	0	4
O=C(COC(=O)c1ccc2[nH]c3c(c2c1)CCCC3)NC1CCS(=O)(=O)C1 (stereo unspecified)	-5	1	9	-1	10	20	-12	3	0
COc1ccc(-c2nnc(-c3ccccc3O)o2)cc1	-3	-1	0	-4	3	2	-5	7	-5
CN(CCO)C(=O)C(c1ccccc1)c1ccccc1	-2	2	8	-11	-4	1	5	11	-2
CC1=C[C@@H](C)[C@@H](c2ccc(C(F)(F)F)cc2)OC1=O	-9	3	0	0	7	6	-6	6	3

In a second layout: twelve of the compounds above
The line under a structure holds: CHRM1 agonist	M5 ag	CHRM4 agonist	M5 PAM	M1 PAM	TAAR1 agonist	CHRM1 antagonist	M5 antag	CHRM4 antagonist
> O=C1Nc2ccc(Br)cc2C1(O)Cc1ccncc1 (stereo unspecified)
 : -2	-1	0	-2	4	4	3	-1	3
> Cc1ccc(OCc2cc(C(=O)Nc3ccccc3)oc2C)cc1
 : -5	-6	-2	-2	3	13	-8	-2	-7
> CCCN1Cc2cccc(C(=O)NCCc3cccc(C)c3)c2C1=O
 : 0	-4	2	-8	6	4	-6	18	-2
> Cc1cc(C)c(OCC(=O)OCC(=O)NCC2CCCCC2)c(C)c1
 : -3	-5	-1	9	10	-2	-15	1	8
> O=C1c2ccccc2C(=O)N1CCCCN(C(=O)c1cc([N+](=O)[O-])ccc1Cl)c1ccc(Cl)cc1
 : -8	-3	6	-6	-8	4	10	4	-7
> CSCCOC(=O)C1=C(C)Nc2ccc(C)cc2S1
 : -3	-2	0	-3	-3	8	-10	5	4
> CCOCCCN(C(=O)Cn1nnc(-c2ccc(OC)c(OC)c2)n1)C(C(=O)NCC1CCCO1)c1ccc(F)cc1 (stereo unspecified)
 : -4	-2	0	-7	-1	-2	0	15	-6
> CC(C)c1ccc(S(=O)(=O)N2CCN(C(=O)CCc3nc4ccccc4c(=O)[nH]3)CC2)cc1
 : -5	1	7	-8	-4	5	3	0	4
> O=C(COC(=O)c1ccc2[nH]c3c(c2c1)CCCC3)NC1CCS(=O)(=O)C1 (stereo unspecified)
 : -5	1	9	-1	10	20	-12	3	0
> COc1ccc(-c2nnc(-c3ccccc3O)o2)cc1
 : -3	-1	0	-4	3	2	-5	7	-5
> CN(CCO)C(=O)C(c1ccccc1)c1ccccc1
 : -2	2	8	-11	-4	1	5	11	-2
> CC1=C[C@@H](C)[C@@H](c2ccc(C(F)(F)F)cc2)OC1=O
 : -9	3	0	0	7	6	-6	6	3

The list goes on:
Molecule	CHRM1 agonist	M5 ag	CHRM4 agonist	M5 PAM	M1 PAM	TAAR1 agonist	CHRM1 antagonist	M5 antag	CHRM4 antagonist
CC1(C)CC(=O)C(C(O)c2cccc([N+](=O)[O-])c2)C(C)(C)N1 (stereo unspecified)	-2	4	1	-4	0	3	0	5	-3
Cc1cccc(NC(=O)CSCc2cc(=O)n3ccsc3n2)c1C	-1	-3	0	-2	9	.	0	5	-9
COC(=O)c1cc2occc2n1Cc1nc(-c2ccccc2F)oc1C	-6	-18	0	-28	-24	-3	53*	7	5
CC(=O)CCc1ccc(Oc2nc(-c3cccnc3)nc3ccccc23)cc1	-7	-5	4	-9	-15	2	26	15	3
Cc1cccc([C@@H]2[C@@H]3C(=O)N(Cc4ccccc4)C(=O)[C@@H]3[C@]3(CC(C)C)C(=O)N(c4cccc(Cl)c4)C(=O)N23)c1	-1	2	4	4	6	10	-18	2	-2
CCCCc1c(Cc2cccc(F)c2)ncn1CCc1ccccc1OC	.	-3	7	-19	.	48*	.	0	0
CCC(=O)NC(=S)Nc1ccc(NC(=O)c2ccco2)c(OC)c1	-4	0	1	6	12	5	-15	-14	-13
CCOC(=O)c1ccccc1NC(=O)CSc1nnc(Cc2cccn2C)n1-c1ccc(F)cc1	-3	-2	-1	2	8	8	-10	-5	-3
CCn1c(Cc2ccccc2)nnc1SCC(=O)Nc1ccccc1	-6	-2	0	2	3	12	5	-3	0
Cc1ccc(OCCSc2nc3ccccc3n2CCC(=O)O)cc1	-3	2	1	-3	5	0	-15	6	-4
COc1cccc(/C=N/Nc2ccnc(=O)[nH]2)c1O	1	-6	2	5	18	2	-23	-3	-11
CC(=O)CCC(=O)NC1CCCc2c1cnn2-c1ccc(C(C)(C)C)cc1 (stereo unspecified)	1	3	5	-9	-6	3	10	10	2
Cc1ccc(Cl)cc1N1CCN(C(=O)CSc2ccsc2[N+](=O)[O-])CC1	-6	-2	1	-5	-7	-1	9	-1	4
COc1cccc2sc(N)nc12	2	1	2	1	14	3	-15	7	-3
CC(C)c1nc(SCC(=O)N2c3ccccc3CC2C)c2ccccc2n1 (stereo unspecified)	-10	-2	3	-2	-4	11	-2	4	1
O=C(Nc1ccc(F)c(Cl)c1)c1cc(C2CCCN(S(=O)(=O)c3ccccc3)C2)on1 (stereo unspecified)	-2	0	8	-13	-9	4	4	11	-14
O=C(O)CCCC(=O)N1CCN(c2nc(-c3ccccc3)c3ccccc3n2)CC1	0	1	0	1	6	-1	-17	1	-4
COc1ccc(-c2cc(-c3cc(F)ccc3O)[nH]n2)cc1OC	-4	5	10	-2	-5	14	0	8	1
Cc1cc(NC(=O)c2ccc(F)cc2)n(C)n1	-3	-3	1	4	5	2	1	-2	-8
CC(C)C[C@H]1CN(CCCC[C@@H]2CNC(=O)C(=O)N2Cc2ccccc2)C(=O)C(=O)N1Cc1ccccc1	.	-4	1	4	.	3	.	-4	-2
O=C(Nc1ccc[n+](CC(=O)c2cccc3ccccc23)c1)c1ccccc1	-14	-9	0	-4	-1	3	1	14	4
COc1cc2c(cc1OC)C(c1ccc(Br)cc1)NC(=O)C2 (stereo unspecified)	-1	-4	3	3	6	1	-11	11	-4
O=C(N/N=C/c1ccc([N+](=O)[O-])cc1)c1c[nH]c2ccccc12	-4	5	4	1	1	27	3	0	-1
O=C(CSc1nnnn1C1CCCC1)N1CCN(C(=O)c2ccco2)CC1	-7	1	2	-1	5	1	-4	1	1

Arranged by value in CHRM1 agonist (lowest first): three of the compounds above.
smiles | CHRM1 agonist
O=C(CSc1nnnn1C1CCCC1)N1CCN(C(=O)c2ccco2)CC1 | -7
Cc1ccc(Cl)cc1N1CCN(C(=O)CSc2ccsc2[N+](=O)[O-])CC1 | -6
O=C(O)CCCC(=O)N1CCN(c2nc(-c3ccccc3)c3ccccc3n2)CC1 | 0

(further entries)
Molecule	CHRM1 agonist	M5 ag	CHRM4 agonist	M5 PAM	M1 PAM	TAAR1 agonist	CHRM1 antagonist	M5 antag	CHRM4 antagonist
COc1ccc(C(=O)N/N=C/c2ccc(SC)cc2)cc1	-5	-1	2	-5	9	0	-8	9	-8
COc1ccc(/C=C/C(=O)O)cc1COc1cccc(C)c1	-3	-2	1	-3	2	0	-2	6	-1
CC#CCN(Cc1ccco1)C(=O)C1CCC(=O)N(CCc2cccc(F)c2)C1 (stereo unspecified)	-7	0	1	-3	-8	1	13	-2	4
COc1ccccc1N(C(=O)c1ccco1)C(C(=O)NC1CCCCC1)c1cc(OC)c(OC)c(OC)c1 (stereo unspecified)	-3	-4	0	1	24	-1	-17	12	7
COC(=O)[C@@]12C[C@@H](CC(=O)N3CCC(c4ccccc4)CC3)C(=O)N(Cc3ccc4c(c3)OCO4)C1=CCC(C)(C)C2	.	-2	1	1	.	2	.	-1	15
COC(=O)C1CCN(C(=O)CN2C(=O)NC3(CCC(C)CC3)C2=O)CC1 (stereo unspecified)	0	-2	0	4	14	4	-9	5	-9
COc1ccc(S(=O)(=O)N2CCc3ccccc32)cc1C(=O)NCCc1ccc(S(N)(=O)=O)cc1	-8	-3	1	2	-5	8	3	-1	-1
O=C(NCc1ccco1)Nc1ccc2nsnc2c1	0	0	2	5	9	3	-12	-2	4
N#C/C(=C(/O)COc1ccccc1)c1nc2ccccc2s1	-1	-4	2	-6	-4	3	4	1	2
COc1cc(/C=N\NC(=O)CC#N)ccc1OC/C=C/c1ccccc1	-3	-1	3	7	-3	-1	-3	0	2
Cc1noc(C)c1CSCC(=O)Nc1cc(Cl)ccc1N1CCCCC1	-2	-1	-1	-11	1	-1	1	5	-10
CCCC(=O)N1CCCC1(C)C(=O)Nc1cc(C)ccc1C (stereo unspecified)	0	4	0	9	14	4	-16	7	-8
NS(=O)(=O)c1ccc(NC(=O)Cc2c(F)cccc2Cl)cc1	-4	1	1	12	4	3	7	0	14
CNC(=S)N(CCc1c(C)[nH]c2ccc(C)cc12)Cc1ccc(OC)c(OC)c1	1	4	6	-7	9	6	-12	2	-5
CCOc1ccc(-n2c(=S)sc3c(=O)[nH]c(SCC(=O)NC4CCCCC4)nc32)cc1	-3	1	0	2	2	2	5	-6	-5
CCC(=O)N1c2ccccc2NC2=C(C(=O)CC(C)(C)C2)C1c1ccc(O)c(OC)c1 (stereo unspecified)	0	1	0	9	12	0	-16	-10	4

A portion of the library, so the mix of outcomes need not match the whole.
